GLP1R inv ag: acts as inverse agonist at human GLP-1 receptor | P43220 | HEK293 GLP-1R CRE-luciferase, luminescence, 24 h; GLP-1R form is constitutively active | Potency, µM (highest dose often 38.3 µM), without a hit: at the highest dose activity change, negative = inhibition, most hits filed as inhibitors | 410,000 compounds, 1.6% hits; note: potency is the fitted concentration of half-maximal effect; % is set by controls: 0 for no effect and ±100 for the full control effect; nearly all actives have a fitted effect of over 55% in size
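Luminescence readout: a drop in cAMP-driven luciferase signal flags inverse agonism at a constitutively active GLP-1R stably expressed in HEK293. Compound exposure lasted 24 hr at 37 deg C, 5% CO2.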
HEK293 tox: cytotoxic in the GLP-1 receptor inverse agonist counter-screen | HEK293 cAMP-luciferase reporter cells, luminescence, 24 h | Potency, µM (series often up to 38.3 µM), for the others: top-dose activity change, negative = inhibition, usual class: inhibitors | 410,000 compounds, 0.13% hits | AID 624418;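 note: loss of luciferase light is scored as toxicity; potency is the fitted concentration of half-maximal effect; % is set by controls: 0 for no effect and ±100 for the full control effect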
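To flag toxic compounds, the library was rerun on cells for 24 hr at 37 deg C and 5% CO2. Viability-linked luminescence was captured 12 min after adding luciferase detection reagent.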
PTHR1 ag: activates the human parathyroid hormone receptor PTHR1 | Potency, µM (top dose mostly 115 µM), without a hit: top-dose activation, most hits filed as activators | HEK293 GP2 PTHR1 cells, GloSensor cAMP luminescence, 1 h | 410,000 compounds, 0.075% hits; note: potency is the fitted concentration of half-maximal effect; nearly all actives have a fitted effect of over 55% in size; some results filed as inactive show a strong effect at the top dose; inactives centre near -15; many of its hits are not listed in these tables
Target sequence (Q03431 whole entry, looked up): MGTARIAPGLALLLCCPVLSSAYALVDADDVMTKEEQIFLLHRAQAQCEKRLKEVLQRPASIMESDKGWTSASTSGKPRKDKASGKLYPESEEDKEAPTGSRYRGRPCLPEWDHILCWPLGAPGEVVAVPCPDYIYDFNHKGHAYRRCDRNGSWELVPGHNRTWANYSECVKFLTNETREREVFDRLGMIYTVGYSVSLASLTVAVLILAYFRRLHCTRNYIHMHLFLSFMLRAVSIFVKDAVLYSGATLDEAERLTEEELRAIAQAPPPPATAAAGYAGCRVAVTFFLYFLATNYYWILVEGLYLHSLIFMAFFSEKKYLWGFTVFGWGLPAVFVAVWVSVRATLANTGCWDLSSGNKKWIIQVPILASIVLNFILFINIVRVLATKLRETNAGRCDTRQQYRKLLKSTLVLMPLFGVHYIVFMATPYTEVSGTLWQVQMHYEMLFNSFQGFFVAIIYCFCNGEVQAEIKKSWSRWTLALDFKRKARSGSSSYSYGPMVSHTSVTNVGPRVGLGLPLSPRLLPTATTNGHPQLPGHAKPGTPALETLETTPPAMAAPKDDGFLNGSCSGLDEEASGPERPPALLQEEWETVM
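HEK-293-derived GP2 cells expressing PTHR1 and a GloSensor cAMP reporter, 3,000/well, plated overnight, given luciferin plus IBMX (each 0.5 mM as added) for 1 h at 37 °C, then compound for 1 h at 37 °C. Luminescence was read after 15 min at room temperature.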
aSyn rescue: inhibitors of alpha-synuclein toxicity in yeast; AID 652106; 370,000 compounds, 0.14% hits; Yeast expressing alpha-synuclein, growth rescue, BacTiter-Glo, 24 h; Potency, µM (series often up to 46.1 µM), for inactives: at the highest dose growth rescue (activation), hits mostly activators; note: potency is the fitted concentration of half-maximal effect; % of control where 0% means no effect; nearly all actives have a fitted effect of over 65% in size
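Rescue of yeast growth: cells expressing toxic alpha-synuclein, induced in galactose at OD600 0.02, incubated with compound 24 h at 30 C. ATP luminescence quantified growth; inhibitors of toxicity appear as activators.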
GLP1R ag: activates the human GLP-1 receptor | P43220 | HEK293 GLP-1R CRE-luciferase, luminescence, 4-6 h; cells express a hypersensitive GLP-1R form | Potency, µM (top dose mostly 45.6 µM), for inactives: top-dose activation, actives largely listed as activators | 380,000 compounds, 0.007% hits; note: potency is the fitted concentration of half-maximal effect; % of control where 0% means no effect
DRD3 antagonist: antagonists of human D3 dopamine receptor | P35462 | max response, negative = inhibition, % | 360,000 compounds, 2.5% hits | AID 652054 | D3R cells, DiscoveRx beta-arrestin luminescence, antagonist mode; stronger effect = lower value; in the data active = max response below about -50%; inconclusive = no clear call, values can overlap the other calls; note: % is set by controls: 0 for no effect and ±100 for the full control effect; mostly tested at two doses, the higher about 12 µM
Target sequence (P35462 whole entry, looked up): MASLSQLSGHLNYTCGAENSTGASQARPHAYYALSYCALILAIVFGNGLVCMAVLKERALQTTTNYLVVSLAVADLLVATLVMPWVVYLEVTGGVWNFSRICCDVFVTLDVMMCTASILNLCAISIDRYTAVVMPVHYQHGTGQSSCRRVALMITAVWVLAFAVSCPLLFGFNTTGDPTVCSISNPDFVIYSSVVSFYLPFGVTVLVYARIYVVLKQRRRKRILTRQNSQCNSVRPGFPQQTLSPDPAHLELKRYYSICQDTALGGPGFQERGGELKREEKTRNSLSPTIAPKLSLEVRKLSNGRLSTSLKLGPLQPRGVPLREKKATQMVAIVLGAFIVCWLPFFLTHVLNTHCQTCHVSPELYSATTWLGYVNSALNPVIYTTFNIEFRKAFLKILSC
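Cells plated overnight at 1500 cells/well, then exposed to library compounds with dopamine controls for 90 minutes at 37 degrees C. DiscoveRx reagent added for 30–60 minutes at room temperature; luminescence read, quantitative HTS format.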
TDP43 rescue: inhibitors of TDP-43 toxicity in yeast. TDP-43 expressing yeast growth rescue, BacTiter-Glo, 24 h. Potency, µM (doses to about 46.1 µM), inactives show at the highest dose growth rescue (activation), usual class: activators. 410,000 compounds, 1.8% hits; note: potency is the fitted concentration of half-maximal effect; % of control where 0% means no effect; nearly all actives have a fitted effect of over 50% in size
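Cell-based yeast growth screen: TDP-43 expression induced in galactose, inoculum OD600=0.02 after raffinose pregrowth to mid-log. Read-out BacTiter-Glo luminescence at 24 hr, 30 deg C; inhibition of toxicity seen as signal increase.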
KB-V1 cytotox: KB-V1 MDR subline cytotoxicity; KB-V1 MDR cells viability, CellTiter-Glo, 72 h; Potency, µM (series often up to 46.1 µM), inactives show top-dose activity change, negative = cytotoxicity, usual class: cytotoxic; 400,000 compounds, 3.4% hits; note: potency is the fitted concentration of half-maximal effect; % is set by controls: 0 for no effect and ±100 for the full control effect; nearly all actives have a fitted effect of over 60% in size
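In this primary screen, KB-V1 cells overexpressing P-gp are incubated with library compounds (lowest to highest concentration) for 72 h at 37 degrees C before a luminescent ATP viability read.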
DRD3 agonist: activates the human D3 dopamine receptor. P35462. D3R DiscoveRx beta-arrestin cells, luminescence, 90 min. max activation, %. 410,000 compounds, 0.58% hits. AID 652048; in the data active = max activation above about 30%; note: 0% is about no effect; mostly tested at two doses, the higher about 12 µM
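Agonist mode: compounds and dopamine controls were applied to plated cells for 90 min at 37 degrees C after an overnight attachment at 1500 cells/well. Luminescent read-out followed 30 - 60 minutes at room temperature with DiscoveRx detection reagent.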
* = called active by the depositor; i = inactive; ? = inconclusive; · = no result given; & = joins results of further samples; [ ] = dose if it differs, or a comment. Unless noted, calls come from the whole dose curve; as a rule, active = well fitted curve in the direction sought with a large enough effect; inconclusive = small, poorly fitted or top-dose-only effect, or another doubt; inactive = no such curve, though single readings can be large; an effect the other way counts as inactive or inconclusive.

SMILES	GLP1R inv ag	HEK293 tox	PTHR1 ag	aSyn rescue	GLP1R ag	DRD3 antagonist	TDP43 rescue	KB-V1 cytotox	DRD3 agonist
NC(=O)c1cc2cc(Br)ccc2o/c1=N/NC(=O)c1cccc(F)c1	-2.2%	-7.1%	-0.7%	0.8%	2.2%	?	-11.6%	11.6%	0.0
CCOC(=O)c1ccccc1-n1c(C)cc(C2N=C(N)Nc3nc4ccccc4n32)c1C (stereo not given)	9.9%	7.3%	5.7%	0.1%	0.4%	-21.5	-20.1%	-1.2%	-4.9
CCOC(=O)c1sc(=NC(=O)CCSc2ccccc2)n(C)c1C	1.5%[7.66 µM]	-1.6%[7.66 µM]	-7.4%	6.0%	1.6%	19.8	20.6%	?	-4.3
COc1ccccc1Cn1c(C)c(C(=O)NCc2ccco2)sc1=O	17.7%	5.5%	-17.5%	2.8%	7.1%	-29.1	?	?	2.1
Cc1ccc(S(=O)(=O)N2CCN(Cc3ccco3)CC2)c(C)c1	?	-1.0%	i	0.0%	8.0%	2.9	-7.4%	-22.1%	5.9
CC(C)(C)c1ccc(OCC(=O)NC(Cc2c[nH]c3ccccc23)C(=O)O)cc1 (stereo not given)	8.3%	2.8%	i	·	·	·	13.2%	-0.1%	-3.0
COc1ccc(C)cc1NC(=O)CN1C(=O)C2CC=CCC2C1=O (stereo not given)	2.2%	-13.5%	i	-4.3%	0.4%	-14.3	9.8%	3.7%	-1.5
CC(=O)NC(CCS(C)(=O)=O)C(=O)Nc1c(F)cccc1F (stereo not given)	0.0%	-5.2%	-17.4%	-1.5%	-6.7%	-1.6	-3.8%	-0.6%	0.8
COc1ccc(OC)c(C(=O)c2nc3c(n2O)CCCCC3)c1	3.0%	3.3%	-16.1%[57.5 µM]	-15.2%	-7.9%	13.7	-15.8%	-20.5%	-6.9
COc1cccc(CN(C)C[C@@H]2OCc3cnnn3CCCC(=O)N([C@H](C)CO)C[C@H]2C)c1	16.1%	-15.9%	-16.9%	-7.9%	9.7%	0.5	23.6%	-2.7%	3.5
COc1ccc(-c2nnc(CSc3nc4ccccc4c(=O)n3CC(C)C)o2)cc1OC	0.0%	-19.5%	i	9.1%	?	-13.6	-8.3%	20.6µM*	32.9*
OCC[C@H]1C[C@@H](O)[C@H](O)[C@]2(Cc3ccccc3O2)O1	12.1%	-19.2%	-19.5%	0.4%	1.6%	5.4	3.1%	20.9%	4.8
CCOC(=O)c1csc(NC(=O)c2cc(=O)c3ccccc3o2)n1	12.8%	-1.9%	-65.7%[inhibitor]	-3.0%	1.5%	-25.7	22.1%	-0.8%	6.1
COc1ccc(C/C(C)=N/NS(=O)(=O)c2ccc(Br)cc2)cc1	5.4%	3.5%	-23.4%	8.7%	-2.1%	-11.0	6.7%	0.0%	1.7
CCc1ccc2oc(C(=O)Nc3cccc(Cl)c3C)cc(=O)c2c1	-15.5%	4.3%	-33.1%[inhibitor]	·	·	·	?	16.5%	-3.5
CC(C)CSc1oc(-c2ccco2)nc1S(=O)(=O)c1ccc(Br)cc1	?	37.6%[activator]	-4.8%	·	·	·	26.4%	?	7.7
Cc1ccc(OCC(=O)Nc2ccccc2C(=O)OCc2cc(=O)n3ccsc3n2)cc1	9.8%	-4.2%	27.3%	·	·	·	-8.0%	0.0%	-25.3
Cc1cc(C)c2nc(Cl)c(Cl)nc2c1	6.9%	16.6%	i	2.6%	5.5%	-12.5	-14.9%[1.82 µM]	?	2.0
Cc1ccc(-c2nnn(CCOc3cccc(Br)c3)n2)cc1	0.3%	-1.8%	i	-3.7%	5.9%	?	6.6%	-4.8%	-6.2
COC(=O)c1ccc(NC(=O)c2ccc(OC(C)=O)c(OC)c2)cc1	9.0%	-13.0%	i	-3.2%	-0.2%	-18.6	4.2%	-17.5%	-6.2
Cn1c(=O)c2c(ncn2Cc2ccc(Cl)cc2)n(C)c1=O	14.4%&3.7%	-8.7%&0.9%	-26.7%&-25.9%	-1.7%	13.6%&2.7%	14.9	?	?	2.2&6.8
Cc1cc(Cl)ccc1OCC(=O)NNC(=O)C1CCN(c2ncnc3sc(C)c(C)c23)CC1	?	-6.7%	-46.3%[inhibitor]	0.8%	-4.0%	86.5	22.4µM*	?	22.2
Cc1sc2ncn(CC(=O)NCc3ccccc3)c(=O)c2c1C	?	-12.9%	i	-5.3%	-1.6%	-16.1	-24.7%	-8.4%	-0.3
COc1ccc(-c2cc3c(=O)n(CC(=O)Nc4cccc(Cl)c4)nc(C)n3n2)cc1	1.4%	-3.9%	i	-0.7%	8.1%	-15.1	-6.5%	-14.7%	1.3
Cc1ccc(CN2CCN(Cc3ccncc3)CC2CCO)o1 (stereo not given)	5.8%	-5.2%	i	-8.2%	7.9%	6.2	-17.0%	-6.3%	-7.7

More results follow:
SMILES	GLP1R inv ag	HEK293 tox	PTHR1 ag	aSyn rescue	GLP1R ag	DRD3 antagonist	TDP43 rescue	KB-V1 cytotox	DRD3 agonist
Cc1ccccc1Cn1cc(NC(=O)c2nn(C)cc2Cl)cn1	2.3%	-5.0%	-1.0%	-0.1%	3.6%	4.3	-4.9%	-6.5%	-13.1
O=c1oc2ccccc2c(N2CCCCC2)c1[N+](=O)[O-]	9.3%	-0.2%	i	4.8%	-0.5%	-5.4	10.9%	-1.6%	-4.9
COc1ccc(CNc2nc3c(c(=O)n(Cc4ccc(Br)cc4)c(=O)n3C)n2C)cc1	3.9%	2.1%	-59.8%[inhibitor][57.5 µM]	7.2%	-5.2%	3.5	-3.4%	9.2µM*	0.9
Cc1ccc(-c2cc(C(=O)N3CCN(c4ccc(F)cc4)CC3)c3ccccc3n2)o1	?	-4.6%	-14.7%[57.5 µM]	-12.4%	0.1%	44.8	25.2%	?	1.5
CCN(CC)S(=O)(=O)c1ccc(NC(=O)CO/N=C(\N)c2ccccc2)cc1	-17.7%	8.0%	-5.6%	4.5%	4.0%	0.3	21.7%	-17.9%	-12.8
COc1cc(O)ccc1/C=N/NC(=O)c1ccc([N+](=O)[O-])cc1	5.6%	-3.5%	-20.8%	-9.8%	10.3%	-16.5	21.3%	0.6%	-2.9
COc1ccccc1-n1nc(-c2ccccc2)c2cnc3cc(C(F)(F)F)ccc3c21	-10.6%	1.7%	-14.2%	·	0.8%	·	15.6%	2.3%	-0.7
CCCNS(=O)(=O)c1ccc(CCC(=O)N2CCCC2)cc1	9.6%	-0.9%	i	1.3%	2.8%	-14.3	-17.4%	-7.5%	-4.5
Cc1sc2ncn(CC(=O)OCC(=O)NC(C)(C)C)c(=O)c2c1C	5.0%	72.7%[activator]	1.0%	7.6%	0.2%	7.3	-5.8%	12.2%	-1.8
COc1ccc(CNC(=O)c2ccc(-c3cnn(C)c3)c3ccoc23)cc1OC	24.3%	-6.1%	i	3.1%	?	12.2	21.8%	-1.8%	8.6
NC(=O)C1CCCN(C(=O)NC2CCCCC2)C1 (stereo not given)	-13.6%	-10.5%	i	2.2%	0.9%	-1.1	15.8%	0.0%	2.3
COc1cccc(OC)c1OC(=O)c1cnccn1	17.0%	0.2%	-23.3%	8.7%	4.8%	7.0	24.4%	5.9%	2.1
Cc1ccc(N2C(=O)CSC2c2ccccn2)cc1Cl (stereo not given)	7.4%	4.4%	15.4%[57.5 µM]	0.3%	-3.8%	2.7	-13.1%	?	12.2
CSCCC(=O)Nc1ccc(C(C)=O)cc1	1.1%	-15.9%	-3.2%[57.5 µM]	-1.1%	-1.1%	3.5	-8.0%	-2.9%	1.3
O=S(=O)(Nc1ccc(-c2nc3cccnc3s2)cc1)c1cc(F)ccc1F	33.8%[activator]	1.2%	i	2.0%	20.4%	-13.5	20.6%	1.8%	2.7
CN(CCOc1ccccc1)C(=O)c1ccc(N2CCCC2)c([N+](=O)[O-])c1	-27.2%	-3.9%	-8.7%	2.6%	19.7%	-19.7	-17.2%	-5.1%	-29.5
COC(=O)/C(=C\Nc1ccccc1N)c1ncc(C(F)(F)F)cc1Cl	?	2.6%	-0.6%	-15.6%	-5.3%	7.8	12.2%	4.3%	0.9
O=C(NCc1ccco1)c1nc(-c2ccc(F)cc2)no1	5.7%	9.0%	i	-4.4%	6.0%	11.3	?	-1.6%	0.9
COc1ccc(-c2oc3ccc(-c4cc(OC)c(OC)c(OC)c4)cc3c2C#Cc2ccsc2)cc1	9.4%	6.5%	-1.2%	-10.8%	-4.3%	-16.8	14.9%	5.8%	5.7
Cc1ccc2c(c1)c1c(c(=O)n(-c3cccc(Cl)c3)c(=O)n1CC(=O)Nc1c(C)cccc1C)n2C	18.4%	-0.5%	i	·	·	·	24.6%	7.2%	2.3
COc1ccc(-n2c(C)nc(=O)c(-c3ccccc3)c2C)cc1	4.0%	-2.3%	-27.6%	1.0%	3.4%	-13.4	4.4%	12.5%	3.5

Of the compounds above, these have bromine.
SMILES	GLP1R inv ag	HEK293 tox	PTHR1 ag	aSyn rescue	GLP1R ag	DRD3 antagonist	TDP43 rescue	KB-V1 cytotox	DRD3 agonist
NC(=O)c1cc2cc(Br)ccc2o/c1=N/NC(=O)c1cccc(F)c1	-2.2%	-7.1%	-0.7%	0.8%	2.2%	?	-11.6%	11.6%	0.0
COc1ccc(C/C(C)=N/NS(=O)(=O)c2ccc(Br)cc2)cc1	5.4%	3.5%	-23.4%	8.7%	-2.1%	-11.0	6.7%	0.0%	1.7
CC(C)CSc1oc(-c2ccco2)nc1S(=O)(=O)c1ccc(Br)cc1	?	37.6%[activator]	-4.8%	·	·	·	26.4%	?	7.7
Cc1ccc(-c2nnn(CCOc3cccc(Br)c3)n2)cc1	0.3%	-1.8%	i	-3.7%	5.9%	?	6.6%	-4.8%	-6.2
COc1ccc(CNc2nc3c(c(=O)n(Cc4ccc(Br)cc4)c(=O)n3C)n2C)cc1	3.9%	2.1%	-59.8%[inhibitor][57.5 µM]	7.2%	-5.2%	3.5	-3.4%	9.2µM*	0.9

High-throughput results deposited in PubChem BioAssay by National Center for Advancing Translational Sciences (NCATS).

The list is partial (hit frequency here may not be typical).
